# Source: PubChem BioAssay (Sanford-Burnham Center for Chemical Genomics)
# XBP1 UPR activ = activators of adaptive arm of unfolded protein response (XBP1) | activation, % at 20 µM | 330,000 compounds, 0.33% hits | CHO-XBP1 luciferase reporter, IRE1-XBP1 UPR activation, luminescence; percent of tunicamycin response, DMSO as zero;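 active = versus positive control, 20 µM dose yields 30% or more activation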;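 also: 100% = tunicamycin at 10 µg/mL and 0% = DMSO only wells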
#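 Material: CHO cell line with stable XBP1 luciferase reporter; buffer or medium: F12 medium containing 10% fetal bovine serum; compound: single point, 20 µM final compound, 1% DMSO; incubation: 6 h treatment, 37 °C; measured by: glow luminescence from Steady-Glo reagent; evaluation: activation, % of tunicamycin; control set: tunicamycin high, DMSO low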
# Jurkat NFkB inh = lowers PMA/ionomycin-induced NF-kB signal in Jurkat cells. PMA/ionomycin-induced NF-kB luciferase reporter, luminescence. inhibition, % at 4 µM. 330,000 compounds, 0.53% hits. AID 435003; in the data active = inhibition above about 50%
# UPR CHOP act = activators of apoptotic arm of unfolded protein response (CHOP). activation, % at 10 µM. 330,000 compounds, 0.34% hits. CHO-CHOP luciferase reporter, UPR activation, luminescence; percent of tunicamycin response over DMSO baseline. AID 449763;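 active = at 10 µM dose, activation of 40% or more, normalized to positive control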;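 also: 100% = tunicamycin at 10 µg/mL and 0% = DMSO alone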
#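 Test system: CHO CHOP reporter cells. Input: 500 CHO-CHOP cells per well. Medium: F12 with 10% FBS. Technique: luciferase luminescence. Measure: percent activation relative to tunicamycin control. Dosing: 10 µM compound, 0.5% DMSO. Timing: 16-18 h cell attachment, then 6 h compound exposure, 37 °C.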
# tim23-1 inh = inhibits growth of tim23-1 mutant yeast; S. cerevisiae tim23-1 growth, BacTiter-Glo luminescence, 24 h; inhibition, % at 20 µM; 330,000 compounds, 1.3% hits;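 active = growth inhibition of the mutant yeast at or above 50%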;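 also: temperature-sensitive mutant grown at 25 °C; plate controls were DMSO-treated mutant yeast for no effect and medium wells lacking yeast for full effect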
# tim10-1 inh = tim10-1 yeast growth inhibition. S. cerevisiae tim10-1 ts strain growth, BacTiter-Glo, 24 h. inhibition, % at 20 µM. 330,000 compounds, 2.2% hits;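 active = inhibition of at least 40%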;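 also: mutant grown at 25 °C; 0% = DMSO wells with yeast and 100% = wells holding no yeast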
# Mdm2 MdmX PPI = human Mdm2/MdmX binding inhibition | O15151+Q00987 | SaOS-2 split-luciferase Mdm2/MdmX complementation, luminescence | inhibition, % at 8 µM | 330,000 compounds, 3% hits;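 active = inhibition of at least 50% at 8 µM in the primary screen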
# Target sequence (O15151 whole entry, looked up): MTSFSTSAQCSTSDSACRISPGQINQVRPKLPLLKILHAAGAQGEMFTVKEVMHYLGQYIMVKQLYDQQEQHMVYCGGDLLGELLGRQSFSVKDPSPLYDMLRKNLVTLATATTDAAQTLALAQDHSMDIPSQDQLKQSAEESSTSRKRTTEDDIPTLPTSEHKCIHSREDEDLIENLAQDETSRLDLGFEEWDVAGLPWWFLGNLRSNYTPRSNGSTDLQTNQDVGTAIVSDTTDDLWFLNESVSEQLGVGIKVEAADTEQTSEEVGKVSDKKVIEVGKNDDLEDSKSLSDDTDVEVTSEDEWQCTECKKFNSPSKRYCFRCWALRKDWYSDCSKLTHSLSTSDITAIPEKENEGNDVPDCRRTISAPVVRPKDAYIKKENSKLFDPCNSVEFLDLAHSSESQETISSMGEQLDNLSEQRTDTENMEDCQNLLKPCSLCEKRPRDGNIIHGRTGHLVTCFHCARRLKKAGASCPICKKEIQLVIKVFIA
# Target sequence (Q00987 whole entry, looked up): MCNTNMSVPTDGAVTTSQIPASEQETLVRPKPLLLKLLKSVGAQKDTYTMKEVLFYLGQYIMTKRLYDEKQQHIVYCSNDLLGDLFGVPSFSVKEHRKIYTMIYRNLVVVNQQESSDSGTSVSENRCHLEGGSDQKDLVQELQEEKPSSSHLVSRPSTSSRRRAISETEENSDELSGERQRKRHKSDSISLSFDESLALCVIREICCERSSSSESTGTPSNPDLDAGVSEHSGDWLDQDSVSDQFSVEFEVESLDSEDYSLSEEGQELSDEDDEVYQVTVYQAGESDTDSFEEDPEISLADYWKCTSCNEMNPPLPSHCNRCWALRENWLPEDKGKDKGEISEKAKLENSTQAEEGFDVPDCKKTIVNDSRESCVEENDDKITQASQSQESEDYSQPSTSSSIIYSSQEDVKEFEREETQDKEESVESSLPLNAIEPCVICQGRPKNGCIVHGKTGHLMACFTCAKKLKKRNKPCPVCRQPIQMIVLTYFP
# TIM10 inh = inhibits growth of TIM10 yeast strain; 330,000 compounds, 1.4% hits; S. cerevisiae TIM10 strain growth, BacTiter-Glo luminescence, 24 h; inhibition, % at 10 µM;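 active = inhibition of 40% or more at the single tested concentration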;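 also: wild-type TIM10 isogenic control strain grown at permissive 25 °C; 0% = DMSO yeast wells and 100% = minimal medium wells without yeast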
# 697 NFkB inh = inhibitors of the PMA/ionomycin-induced NF-kB reporter in 697 B cells; 697 B-cell NF-kB luciferase reporter, 16 h; inhibition, % at 4 µM; 330,000 compounds, 0.33% hits; AID 435022; in the data active = inhibition above about 35%
# Starred values were filed as active, the others as inactive.
SMILES,XBP1 UPR activ,Jurkat NFkB inh,UPR CHOP act,tim23-1 inh,tim10-1 inh,Mdm2 MdmX PPI,TIM10 inh,697 NFkB inh
COc1ccc(Cl)cc1NC(=O)N1CCN(CCc2ccccc2)CC1,-1.3,7.9,-3.4,11.6,33.6,-13.7,8.6,-3.1
COC(=O)C(Cc1ccccc1)NC(=O)c1ccc(NS(=O)(=O)c2ccc3[nH]c(=O)[nH]c3c2)cc1 (stereo not drawn),0.8,6.4,1.4,17.9,2.6,-13.5,8.8,-17.3
Cc1ccc(O)c([C@H](CCN(C(C)C)C(C)C)c2ccccc2)c1,-10.9,-5.4,-0.8,0.3,-5.8,25.1,9.3,1.6
Cc1ccc(C)c(S(=O)(=O)N2CCN(CC(=O)Nc3ccc([N+](=O)[O-])cc3)CC2)c1,-3.0,8.4,-1.4,32.5,39.1,24.0,37.8,10.1
CCCCOc1nc2ccccc2nc1C(C#N)C(=O)NC1CCCCC1 (stereo not drawn),0.7,-3.1,3.9,29.2,24.2,26.9,13.5,10.5
O=C(COC(=O)c1ccc(F)c(S(=O)(=O)N2CCOCC2)c1)Nc1ccc2c(c1)OCO2,-0.6,6.6,0.4,11.5,13.1,10.8,-1.2,17.1
Nc1c(C(=O)Nc2nccs2)sc2nc(-c3cccs3)cc(C(F)(F)F)c12,-1.6,4.7,-2.1,17.0,15.4,8.0,10.8,8.0
CCCN1CCN(c2nc3c([nH]2)c(=N)ncn3CC(O)CO)CC1 (stereo not drawn),-1.9,1.2,2.3,5.3,3.2,2.3,3.7,15.9
COc1ccc(OC)c(C2C(C#N)=C(N)N(N(C)C)C3=C2C(=O)CCC3)c1 (stereo not drawn),-3.6,-11.8,-0.2,5.4,0.4,-16.6,3.5,-9.2
CC(=O)C1=C(C)OC(N)=C(C#N)C1c1cc([N+](=O)[O-])ccc1Cl (stereo not drawn),-0.2,-0.9,1.6,26.4,16.4,12.1,-9.1,-43.1
CCN(CC)C(=O)CSc1nc2c(sc(=S)n2-c2ccccc2)c(=O)[nH]1,1.1,5.2,-0.8,3.2,10.8,21.0,9.1,12.2
O=C(/C=C/c1ccco1)N(Cc1cccc(Br)c1)C1CCS(=O)(=O)C1 (stereo not drawn),0.1,2.0,-0.1,5.5,7.2,6.3,-1.3,-14.9
N#Cc1nc(Cc2cccc3ccccc23)oc1NCCCN1CCOCC1,-0.8,-1.7,0.4,11.6,19.7,16.3,1.4,-3.3
CCOC(=O)c1sc(NC(=O)CCN2C(=O)C3CCCCC3C2=O)cc1C (stereo not drawn),-3.5,0.5,0.8,9.7,-8.5,5.5,-9.6,6.4
Cc1ccc(OCC(=O)NC(C)c2ccccc2)cc1 (stereo not drawn),-1.6,9.8,0.3,16.3,15.8,-16.0,0.1,-0.3
Cc1ccc(NC(=O)CCNS(=O)(=O)c2cccc3nonc23)cc1Cl,-3.0,13.1,-0.2,1.0,-3.3,24.0,-10.6,22.3
COc1cc(OC)cc(-c2c(C#Cc3ccsc3)c3cc(-c4ccc(SC)cc4)ccc3n2C)c1,-2.9,2.2,0.5,-6.7,-1.6,22.8,1.4,6.9
COc1ccc(C(=O)C(C)OC(=O)COc2ccccc2)cc1 (stereo not drawn),-1.1,0.5,2.0,-1.9,0.2,18.2,-5.5,22.6
O=C(CN1C(=O)C2C3C=CC(C4CC34)C2C1=O)Oc1ccccc1 (stereo not drawn),-0.2,6.1,-0.4,13.4,24.8,-22.9,0.6,1.1
Cc1csc2c(N3CCN(C(=S)Nc4ccc(C(F)(F)F)cc4)CC3)ncnc12,3.2,3.4,-0.4,54.9*,24.9,28.4,26.2,2.7
O=C(Oc1ccccc1F)C1CCN(C(=O)c2ccc(F)cc2)CC1,1.2,6.5,-0.7,20.4,23.5,7.0,-0.5,11.2
COC(=O)c1cccc(C23CC4(C2)[C@H](CN(C)[C@@H]4c2ccccc2)C3c2ccccc2)c1 (stereo partly drawn),-1.1,-12.4,-1.4,22.5,15.5,15.4,23.9,2.8
O=C(CN1CCOCC1)Nc1ccccc1-c1ccccc1,-0.6,-4.5,-0.3,14.7,9.6,-18.4,9.4,3.5
CC1Cc2ccccc2N1C(=O)c1cccnc1 (stereo not drawn),3.6,14.8,-0.4,20.9,3.7,2.2,0.2,23.1
CNc1nc(Nc2ccc(C(C)=O)cc2)nc(OC(C(F)(F)F)C(F)(F)F)n1,6.9,-8.3,1.4,26.2,21.8,4.8,0.3,-2.5
O=C(Cc1sc(-c2ccccc2)nc1-c1ccccc1)Nc1ccccc1,-4.4,1.5,0.0,4.2,1.8,42.2,8.7,4.0
Cc1ccc(-c2csc(NC(=O)c3cccc([N+](=O)[O-])c3)n2)cc1,-0.7,-2.5,2.2,5.6,18.0,32.9,1.3,4.2
COc1ccccc1CCNC(=O)C(=O)NCC1CCCN1S(=O)(=O)c1ccccc1 (stereo not drawn),-2.8,33.0,4.8,25.3,9.3,17.5,3.2,5.9
CCn1c(SCC(=O)OC)nnc1C1CCCCC1,0.1,7.5,0.1,3.0,3.9,-6.8,5.2,4.7
Cc1ccc(C(C(=O)NCC2CCCO2)N(C(=O)c2snc(C(N)=O)c2N)c2ccc3c(c2)OCCO3)cc1 (stereo not drawn),-2.0,-6.5,-0.2,23.9,34.6,14.6,1.6,4.0
O=C(COc1ccc(Cl)cc1)N1CCN(C(=O)c2cccs2)CC1,-0.9,-1.4,0.6,6.2,2.2,8.7,-0.7,7.2
CCOCCCn1c(=NC(C)=O)c(C#N)cc2c(=O)n3cccc(C)c3nc21,-4.7,-3.7,1.5,-7.5,1.8,-0.6,-15.0,-10.8
N#Cc1c(N)nc2c(c1-c1ccc(F)cc1)c(=O)nc1sccn12,-1.4,11.5,-0.6,11.9,-2.8,12.4,-7.5,-5.3
CSCCC(NC(=O)c1ccco1)C(=O)N1CC(C)OC(C)C1 (stereo not drawn),-0.6,1.8,0.4,-0.5,-13.7,13.8,-3.2,12.5
Cc1cccc(-n2c(O)c(/C=N/NC(=O)c3ccccc3Cl)c3ccccc3c2=O)n1,-1.6,2.7,-2.2,-7.6,11.5,0.6,19.5,1.7
Cc1ccnc(NC(=O)Nc2ccc3c(c2)N(C)C(=O)CS3)c1,-0.4,-77.2,1.1,1.0,12.1,-99.2,9.4,-338.0
c1ccc(-c2nnnn2CCOCCn2nnnc2-c2ccccc2)cc1,-4.2,-5.6,-0.9,24.7,22.4,35.5,24.6,-14.1
CCN(CC)CCNC(=O)Cn1nc(Cc2ccccc2)c2ccccc2c1=O,-0.8,-1.7,1.6,15.8,12.4,-0.8,-3.6,-19.7
CC(=O)c1ccc(NC(=O)[C@@]2(CC(=O)O)CC(/C=C/c3ccccc3)=NO2)cc1,-2.5,-3.4,0.2,1.0,6.8,29.8,-10.3,14.6
Cc1ccc(-c2noc(CSc3nnc(-c4ccncc4)n3-c3ccc(F)cc3)n2)cc1,-0.9,13.6,1.0,16.7,25.0,-2.6,46.2*,-17.5
Cc1ccc2c(CC(=O)N(CC3CCCO3)c3c(N)n(Cc4ccccc4)c(=O)[nH]c3=O)coc2c1 (stereo not drawn),3.8,2.7,0.5,19.9,4.1,0.3,2.7,12.1
O=c1[nH]c(SCc2ccccc2Cl)nc2[nH]ncc12,2.7,3.3,1.2,7.3,17.7,27.6,20.7,9.3
CCOC(=O)Nc1ccc(C(=O)c2ccncc2)cc1,-2.5,15.5,0.7,25.6,29.2,21.1,22.4,-2.7
N=c1c(S(=O)(=O)c2ccc(Cl)cc2)cc2c(=O)n3ccccc3nc2n1Cc1ccco1,-1.8,10.7,4.4,10.3,12.1,16.7,11.6,-0.3
CCOc1ccc(N=C2C(=O)Nc3ccc(C)c(Br)c32)cc1,-1.2,-3.7,0.8,35.5,39.3,12.0,-1.5,-13.9

# An excerpt from above in order of the Jurkat NFkB inh value, falling:
molecule,XBP1 UPR activ,Jurkat NFkB inh,Mdm2 MdmX PPI,TIM10 inh,697 NFkB inh
CCOC(=O)Nc1ccc(C(=O)c2ccncc2)cc1,-2.5,15.5,21.1,22.4,-2.7
N#Cc1c(N)nc2c(c1-c1ccc(F)cc1)c(=O)nc1sccn12,-1.4,11.5,12.4,-7.5,-5.3
Cc1ccc2c(CC(=O)N(CC3CCCO3)c3c(N)n(Cc4ccccc4)c(=O)[nH]c3=O)coc2c1 (stereo not drawn),3.8,2.7,0.3,2.7,12.1
CCN(CC)CCNC(=O)Cn1nc(Cc2ccccc2)c2ccccc2c1=O,-0.8,-1.7,-0.8,-3.6,-19.7

# New compounds follow
SMILES,XBP1 UPR activ,Jurkat NFkB inh,UPR CHOP act,tim23-1 inh,tim10-1 inh,Mdm2 MdmX PPI,TIM10 inh,697 NFkB inh
O=S(=O)(NCC(c1ccco1)N1CCN(c2ccccc2F)CC1)c1ccc2c(c1)OCCO2 (stereo not drawn),-1.0,5.4,0.7,26.1,28.2,11.2,10.6,-9.7
COc1ccc(COC(=O)CN2C(=O)NC3(CCCC3)C2=O)cc1F,-3.6,10.1,0.1,14.7,5.6,17.8,5.4,8.2
COc1ccc(-c2cc(=O)oc3cc(OCC(=O)NCC4CCC(C(=O)O)CC4)ccc23)cc1 (stereo not drawn),-0.1,-11.2,-0.8,3.2,2.1,-18.3,0.3,5.5
Cc1ccc(S(=O)(=O)c2nc(-c3ccccc3)oc2N2CCC(C(N)=O)CC2)cc1,-1.7,1.4,1.0,5.5,7.5,18.4,9.1,-41.1
CC(C)CN(C(=O)C1CCCCC1)C1CCS(=O)(=O)C1 (stereo not drawn),0.1,-9.9,1.0,-6.4,6.4,2.3,2.7,18.9
O=C(CN1C(=O)C2CC=CCC2C1=O)NC1CCCc2ccccc21 (stereo not drawn),0.3,-29.0,1.6,5.4,1.4,-31.2,-6.1,-40.3
CCOc1ccc(NC(=O)NCCCCc2ccccc2)cc1,1.9,-10.0,-1.3,15.9,11.7,50.5*,11.0,-1.8
CCC(C)(C)NC(=O)C(c1ccc(O)cc1)N(Cc1ccco1)C(=O)CCC(=O)Nc1ccccn1 (stereo not drawn),2.7,-7.1,1.8,5.8,9.8,-18.6,-3.7,-5.3
COCCN1CCn2c(nc3cc([N+](=O)[O-])ccc32)C1,1.6,4.0,1.7,1.7,8.2,-4.6,-21.6,31.3
CCCc1nnc(SCc2ccc(OC)cc2)n1N,0.1,0.9,0.0,0.7,2.6,-7.0,-2.3,4.2
CN(C)/C=C/C(=O)c1ccc2noc(-c3ccc(F)cc3)c2c1,0.3,-20.4,-1.3,31.0,41.9*,18.8,8.9,-96.9
COc1cccc(Cn2cnc3c(NS(=O)(=O)c4ccc(Cl)cc4)c(C)c(C)cc32)c1,0.1,3.9,-2.2,-1.1,20.7,22.8,10.9,-4.0
COc1cccc(SCc2noc(C(=O)NC(C)C)c2C(=O)NC(C)C)c1,-0.4,3.8,-2.1,36.8,19.5,11.0,7.6,-0.2
O=C(Cn1ccn(-c2ccc(F)c(Cl)c2)c(=O)c1=O)NCCc1ccccc1,1.7,-1.5,1.7,-3.5,-20.3,12.8,-0.1,-35.0
Cc1ccc(S(=O)(=O)N2CCN(C(=O)c3ccc(Cl)nc3)CC2)cc1,-3.1,8.5,-2.3,23.1,1.1,15.0,-3.3,12.5

# One compound at a time, from the list above:
# Listed for COc1ccc(OC)c(C2C(C#N)=C(N)N(N(C)C)C3=C2C(=O)CCC3)c1 (stereo not drawn) = XBP1 UPR activ = -3.6; Jurkat NFkB inh = -11.8; UPR CHOP act = -0.2; tim23-1 inh = 5.4; tim10-1 inh = 0.4; Mdm2 MdmX PPI = -16.6; TIM10 inh = 3.5; 697 NFkB inh = -9.2
# Listed for Cc1csc2c(N3CCN(C(=S)Nc4ccc(C(F)(F)F)cc4)CC3)ncnc12 = XBP1 UPR activ = 3.2; Jurkat NFkB inh = 3.4; UPR CHOP act = -0.4; tim23-1 inh = 54.9*; tim10-1 inh = 24.9; Mdm2 MdmX PPI = 28.4; TIM10 inh = 26.2; 697 NFkB inh = 2.7
